Scp1 inh = blocks human Scp-1 phosphatase activity | inhibition, % at 20 µM | 340,000 compounds, 0.88% hits | Recombinant Scp1, phosphopeptide, malachite green phosphate absorbance | Q9GZU7;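 active means inhibition above about 50% at 20 µM, limit read from the data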;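 further: plate controls were DMSO wells with enzyme for no effect and wells lacking enzyme for full effect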
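System: SCP-1 catalytic domain; Reagent: Phospho 17-mer peptide substrate; Doses: one concentration, 20 µM, with 1.0% DMSO; Incubation: 45 min room-temperature reaction, 5 min colour, 30 min stabiliser; Signal: Phosphate-binding colour reagent, absorbance read at 630 nm.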
LMPTP block = blocks human LMPTP phosphatase; recombinant LMPTP-A, OMFP fluorogenic substrate, fluorescence intensity; inhibition, % at 20 µM; AID 651560; 360,000 compounds, 0.22% hits; P24666;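 active means compounds that cut the enzyme signal by at least half of the control window in the single-dose screen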;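 further: plate controls were DMSO wells with enzyme plus substrate for no effect and substrate without enzyme for full effect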
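Test system – LMPTP-A phosphatase enzyme · Quantity – 0.625 nM LMPTP-A final · Reagent – OMFP substrate, 400 µM final · Dosing – one test concentration per compound, 20 µM, with 3% DMSO overall · Timing – 50 min enzyme reaction at room temperature, protected from light · Detection – fluorescence intensity · Controls – substrate-only low control, DMSO enzyme-plus-substrate high control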
DNMT1 block = blocks human DNA methyltransferase DNMT1 | P26358 | DNMT1 molecular beacon, Hinp1I cleavage, fluorescence | inhibition (reported as % activation of signal), % at 10 µM | 360,000 compounds, 0.83% hits | AID 588458; in the data active means inhibition above about 50%
Target sequence (P26358 504-1616 limits assumed): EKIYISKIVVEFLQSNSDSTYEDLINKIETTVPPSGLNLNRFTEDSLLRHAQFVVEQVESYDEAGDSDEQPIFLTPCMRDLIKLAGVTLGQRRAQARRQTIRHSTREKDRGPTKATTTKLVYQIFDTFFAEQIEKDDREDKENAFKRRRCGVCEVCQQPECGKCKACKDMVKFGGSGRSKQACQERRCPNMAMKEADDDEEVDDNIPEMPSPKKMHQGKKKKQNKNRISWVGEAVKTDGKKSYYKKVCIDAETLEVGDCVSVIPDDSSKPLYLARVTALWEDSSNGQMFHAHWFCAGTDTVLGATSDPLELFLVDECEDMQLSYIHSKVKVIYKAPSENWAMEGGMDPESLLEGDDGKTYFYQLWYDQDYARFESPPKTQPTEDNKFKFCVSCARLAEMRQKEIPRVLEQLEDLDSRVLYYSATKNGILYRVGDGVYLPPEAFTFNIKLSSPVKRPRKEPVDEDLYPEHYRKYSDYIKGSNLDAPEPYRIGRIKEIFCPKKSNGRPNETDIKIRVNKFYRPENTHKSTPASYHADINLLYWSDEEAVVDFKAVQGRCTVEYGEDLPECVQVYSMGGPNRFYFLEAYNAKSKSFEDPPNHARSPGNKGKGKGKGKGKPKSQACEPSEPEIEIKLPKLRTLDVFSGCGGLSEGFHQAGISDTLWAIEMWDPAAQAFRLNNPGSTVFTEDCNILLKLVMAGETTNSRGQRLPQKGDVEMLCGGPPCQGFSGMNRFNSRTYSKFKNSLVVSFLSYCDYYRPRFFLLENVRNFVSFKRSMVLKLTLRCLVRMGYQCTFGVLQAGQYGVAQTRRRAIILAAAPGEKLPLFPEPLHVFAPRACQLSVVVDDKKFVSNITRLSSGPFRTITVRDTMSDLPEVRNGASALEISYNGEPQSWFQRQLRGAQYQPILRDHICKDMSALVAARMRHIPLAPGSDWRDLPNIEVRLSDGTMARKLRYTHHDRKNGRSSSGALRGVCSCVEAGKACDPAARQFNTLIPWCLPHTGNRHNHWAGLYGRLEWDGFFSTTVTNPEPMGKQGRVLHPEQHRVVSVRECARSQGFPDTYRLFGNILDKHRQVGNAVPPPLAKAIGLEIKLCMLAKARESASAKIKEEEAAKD
SUMO1 PPI mod = alters human SUMO1 binding to SIM partners; SUMO1 binding to a labelled peptide, TR-FRET, 1 h; inhibition, % at 20 µM; 360,000 compounds, 0.33% hits; in the data active means inhibition above about 37%
NadD block = NadD (S. aureus) enzyme inhibition. purified NadD enzyme, colorimetric absorbance read-out. inhibition, % at 20 µM. 360,000 compounds, 0.78% hits. AID 602399; in the data active means inhibition above about 26%; further: some compounds past the cut are filed as inactive
NRP1-CendR mod = alters CendR peptide binding to human NRP-1. FAM-RPARPAR peptide binding to NRP-1, fluorescence polarization. inhibition, % at 25 µM. 360,000 compounds, 0.85% hits. AID 602438;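 active means inhibition or corrected inhibition above about 18%, plus a signal ratio from 0.5 to 1.5, limit read from the data, passing the limit was not always enough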; further: strong numbers were not always called active
Tb MetRS inh = Trypanosoma brucei MetRS inhibition; inhibition, % at 11.9 µM; 360,000 compounds, 0.4% hits; purified T. brucei MetRS, ATP depletion, Kinase-Glo luminescence;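 active means inhibition above a per-plate cutoff of the control wells' mean inhibition plus 3 SD, cut at about 5.5% in these data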;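 further: 0% = DMSO wells median and 100% = median of wells with control inhibitor compound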
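technique = Kinase-Glo luminescence, ATP depletion format | system = purified MetRS (methionyl-tRNA synthetase) enzyme from Trypanosoma brucei | timing = 15 min preincubation, 2 h reaction, all 25 °C | evaluation = percent inhibition versus plate control medians | dosing = single dose, 11.9 µM final nominal, 0.9% final DMSO | also added = substrates ATP, L-methionine and bulk Escherichia coli tRNA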
STEP inh = blocks human striatal-enriched tyrosine phosphatase; P54829; recombinant STEP, OMFP fluorogenic substrate, fluorescence; inhibition, % at 20 µM; 360,000 compounds, 0.25% hits; AID 588621;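 active means inhibition at 20 µM, scaled per plate between control wells, above about 37%, limit read from the data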;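 further: 0% = DMSO with enzyme and substrate and 100% = substrate only without enzyme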
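System: STEP (striatal-enriched tyrosine phosphatase) enzyme, cell-free; medium: Bis-Tris pH 6.0 buffer with DTT, detergent; dosing: 20 µM, 1% DMSO; times: reaction 20 min, ambient temperature; detection: fluorescence, 480/540 nm; read-out basis: normalized % inhibition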
SKN-1 inh = C. elegans SKN-1 inhibition. C. elegans VP596 Pgst-4::GFP/RFP ratio, acrylamide-induced, 24 h. inhibition, % at 21.8 µM. 360,000 compounds, 0.49% hits;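 active means interference check ratio from 0.5 to 1.5 plus GFP to RFP signal ratio inhibition reaching or exceeding a fixed threshold, cut at about 30% in these data, passing the limit was not always enough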; further: some compounds called inactive have numbers as strong as hits
Neddyl block = blocks human cullin neddylation; P61081+Q13564; TR-FRET cullin neddylation, biochemical; calls only at 25 µM; 360,000 compounds, 0.58% hits; AID 651699; in the data active means inhibition above about 36%
The depositor's hits bear a star; i = inactive; . = no result given; + = active, no number.

Value order: LMPTP block	Tb MetRS inh	Scp1 inh	SUMO1 PPI mod	Neddyl block	NadD block	DNMT1 block	NRP1-CendR mod	SKN-1 inh	STEP inh
CC(O)CNCCOc1ccccc1OCc1ccccc1 (stereo unspecified)
→ -1.6	0.9	-1	2	i	-7	0	8	1	-2
O=C1CSC(c2ccccc2)N1Cc1ccccn1 (stereo unspecified)
→ -0.9	-0.8	-6	-1	i	-5	2	5	14	-1
C[C@H](CO)N1C[C@H](C)[C@@H](CN(C)C(=O)Nc2ccc(F)cc2)Oc2ncc(-c3ccc(F)cc3)cc2C1=O
→ -0.9	-1.9	.	4	i	2	3	-2	-1	-1
CCOc1ccccc1C(=O)OCC(=O)Nc1ccc(N2CCCCC2)cc1
→ -0.7	-1.4	2	2	i	0	-4	-6	1	0
CC/C(=N\NC(=O)c1cc(C)nc2ccccc12)c1ccc(C)s1
→ -0.6	0.9	-13	-1	i	-5	0	-4	-1	4
COc1ccccc1NC(=O)CN(Cc1ccco1)C(=O)c1ccc(-n2nc(C)cc2C)cc1
→ -1.3	-0.4	-8	4	i	0	-2	0	1	-1
CCCCCC(=O)Nc1ccc(-c2cn3cccnc3n2)cc1
→ -0.4	0.0	2	-10	.	-6	3	3	5	-1
Cc1c(C)c(C)c2[nH]c(-c3ccc4c(c3)OCO4)nc2c1C
→ 8.0	-0.4	-3	12	.	7	-6	2	10	1
CCC1CCCCN1C(=O)CSc1nc(N)c(NC(=O)c2ccco2)c(=O)[nH]1 (stereo unspecified)
→ 0.0	-0.6	-9	-4	i	2	-1	-1	8	0
O=C(NCc1ccc(F)cc1)C1CCN(C(=O)NCc2ccccc2)CC1
→ -1.0	-0.6	-7	-4	i	-3	2	-5	0	-3
Cc1cc(C)n(-c2ccc(C(=O)NC3CCCCC3)cc2)n1
→ -2.4	-0.3	-6	-1	i	-1	-1	-1	-4	-1
Cc1ccc(CS(=O)(=O)c2nsc(C)c2C#N)cc1
→ -0.1	-0.5	-4	4	i	2	1	8	11	-5
COc1ccc(Oc2c(C)nc(SCC(=O)c3ccc(Cl)cc3)[nH]c2=O)cc1
→ 2.0	0.2	-4	11	i	9	-3	2	-5	1
Cc1oc2cc3oc(=O)c(CC(=O)O)c(C)c3cc2c1-c1ccccc1
→ 0.7	0.5	8	6	i	1	-3	24	1	2
Fc1ccc(C2c3cccn3CCN2C(=S)Nc2cccc(Br)c2)cc1 (stereo unspecified)
→ 1.7	0.5	-7	-2	i	-1	-5	1	1	0
CN(C)C(=O)CCc1ccc2c3c([nH]c2c1)[C@]1(CCc2ccccc2)[C@@H](C(=O)N2CCCCC2)C[C@H](CC(=O)NCc2ccco2)C(=O)N1CC3
→ -1.8	-0.5	12	5	i	4	-3	19	19	-3
CNC(=O)c1c(O)c2cccc3c2n(c1=O)CCC3
→ -1.2	1.4	-3	3	i	-2	0	-1	18	1
CC(=O)N(C(C)=O)N1C(=O)C2C3c4ccccc4C(c4ccccc43)C2C1=O (stereo unspecified)
→ 0.7	-0.1	-13	2	i	-5	3	5	8	-3
c1ccc(N2CCN(c3nc(NCc4ccco4)c4ccccc4n3)CC2)cc1
→ 35	-0.6	0	0	i	19	-13	-14	13	1
Cc1cccc(N2C(=O)CC(SC(N)=Nc3ccccc3)C2=O)c1 (stereo unspecified)
→ -0.4	0.1	-5	0	i	-6	-5	6	11	-1
COc1ccc(NS(=O)(=O)c2cccc(C(=O)NNC(=O)c3cccc(NC(C)=O)c3)c2)cc1
→ -1.0	-0.5	2	2	i	-5	-1	-2	4	-3
COc1ccccc1/C=C/C(=O)OCCN1CCOCC1
→ -1.4	0.4	-7	2	i	1	-3	-4	34	-1
COc1ccc(C(C(=O)NC(C)(C)C)N(C(=O)CCC(=O)Nc2cc(C)on2)c2cc(C)cc(C)c2)cc1 (stereo unspecified)
→ 0.6	-0.5	-5	-1	i	6	0	5	14	1
OCCCNCc1ccc(N(c2ccccc2)c2ccccc2)cc1
→ -0.9	-0.2	-3	-5	i	-7	6	6	8	0
O=c1c2ccccc2[nH]c(=S)n1CC1CCCO1 (stereo unspecified)
→ -0.1	-1.6	-3	3	i	1	2	1	22	-4
COc1ccc(/C=C(/NC(=O)c2ccccc2)c2nc3ccccc3[nH]2)cc1OC
→ 1.1	0.1	-5	-9	i	2	9	0	-13	-1
O=C(Nc1ccc(N2CCOCC2)cc1N1CCOCC1)c1ccccc1
→ 0.1	-0.2	-5	-1	i	-5	8	11	8	-2
COC(=O)c1cc(C(=O)OC)[nH]n1
→ -0.5	0.5	-3	1	i	1	2	0	18	8
Cc1ccc(S(=O)(=O)N2CCN(C(=O)COC(=O)CCOc3ccccc3C)CC2)cc1
→ 0.1	0.2	-12	-2	i	5	6	1	1	2
CCOC(=O)CSc1nnc(CNC(=O)c2ccc(S(=O)(=O)N3CCOCC3)cc2)n1C
→ -1.6	-0.6	2	-4	i	-3	1	-3	2	-2

Some of the entries so far, tab-delimited.
SMILES	LMPTP block	Tb MetRS inh	Scp1 inh	SUMO1 PPI mod	Neddyl block	NadD block	DNMT1 block	NRP1-CendR mod	SKN-1 inh	STEP inh
COc1ccccc1/C=C/C(=O)OCCN1CCOCC1	-1.4	0.4	-7	2	i	1	-3	-4	34	-1
Cc1ccc(S(=O)(=O)N2CCN(C(=O)COC(=O)CCOc3ccccc3C)CC2)cc1	0.1	0.2	-12	-2	i	5	6	1	1	2
COC(=O)c1cc(C(=O)OC)[nH]n1	-0.5	0.5	-3	1	i	1	2	0	18	8

Going on with the list.
Value order: LMPTP block	Tb MetRS inh	Scp1 inh	SUMO1 PPI mod	Neddyl block	NadD block	DNMT1 block	NRP1-CendR mod	SKN-1 inh	STEP inh
CC(c1ccccc1)N1CC(C(=O)N2CCN(c3ccc(F)cc3)CC2)CC1=O (stereo unspecified)
→ 0.0	-0.8	-2	-4	i	8	2	-4	8	-4
CCNC(=O)CN(c1ccc(Br)c(C)c1)S(C)(=O)=O
→ -0.3	0.5	-7	-1	i	-1	6	8	7	-3
NNC(=O)[C@@H]1C[C@@H]1c1ccccc1
→ -0.3	-0.3	-7	2	i	0	0	8	1	0
C/[N+]([O-])=C\c1coc2ccccc2c1=O
→ -0.9	-0.4	-8	-2	i	-1	5	4	-10	-1
COc1ccccc1/C=C/C(=O)OCC(=O)N1CCc2ccccc21
→ 3.4	-0.2	-12	-16	i	-6	-9	-12	-2	2
BrC(=C\c1ccccc1)/C=N/N1CCN(c2ccccc2)CC1
→ -1.0	-1.2	13	-6	i	3	2	1	1	-1
O=C(NCc1ccccc1Cl)c1ccc2c(c1)OCO2
→ -0.3	-0.2	1	2	i	-5	3	6	10	1
COc1cccc(C(=O)C2CCCN(C(=O)c3ccccc3Cl)C2)c1 (stereo unspecified)
→ -0.9	-0.1	-11	5	i	-7	0	0	7	1
c1ccc(CNc2nc(-c3ccccn3)nc3ccccc23)cc1
→ 12	0.6	-2	1	i	1	-3	-15	18	0
CC1CCN(S(=O)(=O)c2ccc(C(=O)Nc3ncccc3O)cc2)CC1
→ -0.2	-0.3	2	-8	i	1	-1	-3	1	1
Cc1ccc(-n2ccnc2SCC(=O)O)c(C)c1
→ -2.3	-0.3	-1	5	i	3	0	31*	4	-4
CC(C)(C)n1nnnc1C(c1ccccc1)N1CCN(CCN2CCOCC2)CC1 (stereo unspecified)
→ -0.8	0.4	.	4	i	-1	.	-7	-8	.
CCCCN(C)C(=O)c1cc2cc3ccc(OC)cc3nc2s1
→ 1.1	-1.5	-3	-22	+	4	1	-5	-3	2
Cc1nnc(NC(=O)c2ccc(S(=O)(=O)N(C)Cc3ccccc3)cc2)o1
→ -2.2	-0.7	-13	-1	i	4	2	5	1	2
CC(=O)Nc1ccc(NC(=O)COC(=O)CCCc2c[nH]c3ccccc23)cc1
→ -1.4	-0.5	-4	-1	i	-12	-5	1	1	2
CN(Cc1ccccc1)C(=O)c1cccc(NC(=O)Cc2ccc([N+](=O)[O-])cc2)c1
→ 0.7	0.1	-11	-18	i	-6	-4	2	6	-4
CCCCOCCCNC(=O)C[C@@H]1C[C@@]2(C(=O)OC)CCCCC=C2N(Cc2ccc(Cl)cc2Cl)C1=O
→ 4.1	-0.5	.	4	i	0	.	12	-6	.
O=C(OCC(=O)N1CCCC1=O)c1ccc(O)cc1O
→ -1.8	-0.2	-3	4	i	-4	1	15	0	0
Cc1cccc(C)c1NC(=O)CN1CCN(C(=O)CN2C(=O)NC3(CCCCC3C)C2=O)CC1 (stereo unspecified)
→ -0.3	-0.6	7	-1	i	3	0	-3	4	0
COCCn1nnnc1C(c1cccc(C#N)c1)N1CCCCCC1 (stereo unspecified)
→ -1.2	-1.3	-3	-2	i	-5	1	1	12	1
CC(C)(C)c1nc(CN2CCOCC2)cc(CN2CCOCC2)c1O
→ -1.0	-1.0	-8	0	i	-5	2	10	-6	3
CCC(C)c1ccccc1NC(=O)CN(C)CCOc1ccc(Cl)cc1 (stereo unspecified)
→ 2.3	0.2	-3	4	i	1	2	-2	0	-1
COC(=O)c1c(C)[nH]c(C(=O)C(C)OC(=O)c2ccco2)c1C (stereo unspecified)
→ -0.8	-0.5	-5	0	i	-6	-4	12	8	-5
CCc1ccc(NC(=O)COC(=O)Cn2cnc3ccccc32)cc1
→ 0.4	-0.2	-6	2	i	-1	-1	-6	23	1
